LmPK inhibitor: qHTS Assay for Inhibitors of Leishmania Mexicana Pyruvate Kinase (LmPK) | Q27686 | purified LmPK, Kinase-Glo ATP luminescence, 1 h | Potency, µM (highest dose often 57.5 µM), for the others: at the top dose activity change, negative = inhibition, actives largely listed as inhibitors | 290,000 tested, 0.37% active
Target sequence (Q27686 whole entry, looked up): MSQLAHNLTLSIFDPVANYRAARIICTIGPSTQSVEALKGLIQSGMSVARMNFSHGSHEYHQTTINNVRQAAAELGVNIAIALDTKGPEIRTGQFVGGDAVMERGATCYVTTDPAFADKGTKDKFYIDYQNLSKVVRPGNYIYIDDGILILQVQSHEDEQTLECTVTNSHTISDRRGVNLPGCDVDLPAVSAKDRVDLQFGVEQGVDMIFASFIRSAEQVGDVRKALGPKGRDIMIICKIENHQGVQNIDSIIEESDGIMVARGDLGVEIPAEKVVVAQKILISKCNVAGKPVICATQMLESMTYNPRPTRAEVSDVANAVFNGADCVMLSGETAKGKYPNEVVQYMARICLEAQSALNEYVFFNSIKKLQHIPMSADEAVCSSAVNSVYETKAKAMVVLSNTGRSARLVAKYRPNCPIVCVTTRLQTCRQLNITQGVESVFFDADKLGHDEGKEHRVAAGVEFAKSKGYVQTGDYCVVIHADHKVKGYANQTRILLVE
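Pyruvate kinase activity monitored as ATP production (luciferase luminescence). Conditions: 0.1 nM enzyme, 0.5 mM PEP, 0.1 mM ADP, 1 h, RT; normalized against uninhibited and no-enzyme wells.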
HCV inhibitor: qHTS Assay for Inhibitors of Hepatitis C Virus (HCV) | Huh7.5.1 HCVcc-Cre infection, luciferase reporter, 44 h | Potency, µM (highest dose often 41.8 µM), for inactives: top-dose activity change, negative = inhibition, hits mostly inhibitors | 340,000 tested, 3.4% active | AID 651820, 2012
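1,000 cells/well; 4 h culture; + compound; + HCVcc-Cre (~0.5 moi); 44 h; luciferase substrate, RT 15 min; read 15 sec.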
Pf growth 48h: Primary qHTS for delayed death inhibitors of the malarial parasite plastid, 48 hour incubation | P. falciparum luciferase growth in erythrocytes, 48 h | Potency, µM (top dose mostly 28.7 µM), without a hit: at the highest dose activity change, negative = inhibition, usual class: inhibitors | 310,000 tested, 5.9% active | AID 504832, 2011
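A one-generation exposure of luciferase-tagged malaria parasites in RPMI 1640/Albumax erythrocyte culture, 37 C and 5% CO2. Inhibition is inferred from decreased luminescence after adding detection reagent.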
Sm TGR inh: qHTS Assay for the Inhibitors of Schistosoma Mansoni Peroxiredoxins; Schistosoma mansoni thioredoxin glutathione reductase (TGR), Q962Y6; purified TGR, DTNB reduction, TNB absorbance 405 nm; Potency, µM (highest dose often 114 µM), for inactives: at the top dose activity change, negative = inhibition, most hits filed as inhibitors; 360,000 tested, 3% active; AID 485364, 2010; also: nearly all actives have a fitted effect of over 60% in size
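Kinetic colorimetric format: TGR-catalysed, NADPH-driven DTNB reduction monitored via TNB absorbance. Enzyme dispensed at 20 nM; compound exposure 15 min at room temperature before reaction start.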
Pf growth 96h: Primary qHTS for delayed death inhibitors of the malarial parasite plastid, 96 hour incubation; P. falciparum luciferase reporter growth, 96 h; AID 504834, 2011; Potency, µM (highest dose often 28.7 µM), without a hit: at the top dose activity change, negative = inhibition, actives largely listed as inhibitors; 320,000 tested, 6.9% active
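Plates of compound plus infected erythrocytes (2% hematocrit, 0.05% parasitemia final) incubate 96 hours, 37 C, 5% CO2. Detection reagent added; reduced luminescence from the parasites' luciferase reporter flags inhibition.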
Tb PYK inh: qHTS of Trypanosoma Brucei Inhibitors; Potency, µM (series often up to 76.8 µM), for the others: at the highest dose activity, negative = inhibition, most hits filed as inhibitors; 410,000 tested, 0.12% active; TbPYK enzyme, Kinase-Glo Plus ATP luminescence, 45 min; AID 624173, 2012; pyruvate kinase (Trypanosoma brucei), Q57TT1; also: nearly all actives have a fitted effect of over 50% in size
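Readout: single end-point luminescence (Kinase-Glo Plus, 10 min). Reaction conditions were TbPYK/substrate plus 130 uM ADP, 45 min at RT, pH 7.2 TEA buffer. No-enzyme wells served as controls, and data were normalized before concentration-response fitting.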
* hit, by the source's call; ? = inconclusive; . = not tested or not shown; & = joins results of further samples; [ ] = dose if it differs, or a comment. Calls follow the shape of the dose curve; as a rule, active = well fitted curve in the direction sought with a large enough effect; inconclusive = small, poorly fitted or top-dose-only effect, or another doubt; inactive = no such curve, though single readings can be large; an effect the other way counts as inactive or inconclusive. % is scaled to controls: 0 for no effect and ±100 for the full control effect; potency is read from the fitted curve at half-maximal effect. Hits appear at their usual frequency. Share with any hit: about 16%.

(1) Cc1c(Cl)c(C(=O)NNC(=S)Nc2ccc(F)cc2)nn1C
(2) CC(C)N1C(=O)CCC1C(=O)NC1CCCC1 (stereo unspecified)
(3) CS(=O)(=O)N(CC(=O)N1CCN(c2ccc(F)cc2)CC1)C1CCCCC1
(4) O=C1CCC(=O)N1OCCOc1ccc2c(c1)CCC2
(5) Cc1c(S(=O)(=O)N2CCOCC2)c(=O)n(C)c(=O)n1C

Screen / compound no. | 1 | 2 | 3 | 4 | 5
LmPK inhibitor | 3% | 0% | 3% | -1% | -6%
HCV inhibitor | -20% | 4% | -10% | -4% | 16%
Pf growth 48h | 30% | 44%[activator] | -9% | 2% | -1%
Sm TGR inh | . | 7% | 3% | -7% | 18%
Pf growth 96h | 20% | 40%[activator] | -38% | 1% | 29%
Tb PYK inh | -26% | -10% | 4% | -2% | 5%

(6) CCN(CC)CCNC(=O)c1ccc(NC(=O)C2CCN(c3ncnc4sc(C)c(C)c34)CC2)cc1
(7) CCCCNC(=O)Cn1cnc2ccc(S(=O)(=O)N3CCC(C)CC3)cc2c1=O
(8) Cc1nn(C)cc1CNC(=O)Nc1cccc(Cl)c1
(9) Cc1nn(C)cc1NC(=O)CC12CC3CC(CC(C3)C1)C2
(10) O=C(Nc1ccc(Cl)cc1)c1ccc2nsnc2c1

Screen / compound no. | 6 | 7 | 8 | 9 | 10
LmPK inhibitor | -6% | 1% | -3% | 1% | 10%
HCV inhibitor | 13µM* | 12% | 3% | -2% | -15%
Pf growth 48h | ? | -19% | . | 7% | 357%[activator]
Sm TGR inh | -10% | ? | -1% | -10% | 0%
Pf growth 96h | ? | 3% | 88%[activator] | 31%[activator] | 9%
Tb PYK inh | 0% | 0% | 6% | -4% | 0%

(11) COc1ccccc1N1CCN(C(=O)c2coc(=O)c(Br)c2)CC1
(12) CC(=O)Nc1cccc(-n2nnc(SCC(=O)c3ccccc3)n2)c1
(13) CSCCC(NC(=O)c1ccccc1)C(=O)NCc1ccc(S(N)(=O)=O)cc1 (stereo unspecified)
(14) Cc1cc(C)n(-c2ccc(C(=O)OCC(=O)Nc3ccc(S(=O)(=O)N4CCOCC4)cc3)cc2)n1
(15) CCOc1ccccc1Nc1ccc(C(=O)O)cc1N

Screen / compound no. | 11 | 12 | 13 | 14 | 15
LmPK inhibitor | 2% | 2% | -2% | 6% | 0%
HCV inhibitor | 11% | ? | 20% | -5% | 2%
Pf growth 48h | ? | 154%[activator] | 2% | -9% | 34%[activator]
Sm TGR inh | 0% | ? | 0% | -5% | -20%
Pf growth 96h | -30% | 101%[activator] | 31%[activator] | 59%[activator] | ?
Tb PYK inh | -19% | -7% | 4% | -5% | -3%

(16) O=C(c1ccccc1Br)N1CCc2c([nH]c3ccccc23)C1
(17) O=C1C(Nc2ccccc2)=C(NS(=O)(=O)c2ccccc2)C(=O)c2ccccc21
(18) O=C(O)c1cc(=O)[nH]c2ccc(S(=O)(=O)Nc3ccc(F)cc3)cc12
(19) COc1cccc2sc(N(CCCN(C)C)C(=O)CCS(=O)(=O)c3ccccc3)nc12
(20) NC(=O)c1ccc(-n2nnnc2SCC(=O)Nc2ccccc2)cc1

Screen / compound no. | 16 | 17 | 18 | 19 | 20
LmPK inhibitor | 3% | -3% | 1% | 2% | -1%
HCV inhibitor | 3% | 19% | 14% | 17% | 5%
Pf growth 48h | -3% | 10µM* | 19% | 22% | -1%
Sm TGR inh | 5% | -18% | -1% | 2µM* | 2%
Pf growth 96h | 34%[activator] | 4.1µM* | 57%[activator] | ? | ?
Tb PYK inh | 1% | -8% | -13% | 2% | 1%

(21) CCn1c(O)c(C=Nc2cc(Cl)ccc2Cl)c(=O)n(CC)c1=O
(22) CN(C)CCN=Cc1c(O)n(-c2ccc(S(=O)(=O)N3CCOCC3)cc2)c(=O)c2ccccc12
(23) Cc1cc(C)cc(NC(=O)c2cccnc2)c1
(24) CC1CCCC(NC(=O)CSc2nnc(C(F)(F)F)n2C)C1C (stereo unspecified)
(25) CC(=O)NC(Cc1ccccc1)C(=O)OCC(=O)c1ccc(F)cc1 (stereo unspecified)

Screen / compound no. | 21 | 22 | 23 | 24 | 25
LmPK inhibitor | 1% | . | -7% | . | 3%
HCV inhibitor | 8% | 16% | 18% | 0% | 9%
Pf growth 48h | -6% | -5% | -7% | 19% | -4%
Sm TGR inh | -5% | 1% | -1% | -5% | -2%
Pf growth 96h | 2% | 1% | 139%[activator] | 17% | ?
Tb PYK inh | -2% | 6% | -1% | 0% | 4%

(26) CC(C)CCn1c(Sc2nc3ccccc3s2)nc2c1c(=O)[nH]c(=O)n2C
(27) CCc1cccc(OCC2Cn3c(nc4c3c(=O)n(C)c(=O)n4C)O2)c1 (stereo unspecified)
(28) Cc1cccc(NC(=O)C(c2cccc([N+](=O)[O-])c2)N2CCCCC2)c1 (stereo unspecified)
(29) O=C(OCCC1Oc2cccnc2NC1=O)c1ccc([N+](=O)[O-])cc1 (stereo unspecified)
(30) CC1CCN(S(=O)(=O)c2cccc(C(=O)N(Cc3ccccc3)c3ccccn3)c2)CC1

Screen / compound no. | 26 | 27 | 28 | 29 | 30
LmPK inhibitor | 6% | 0% | 4% | 1% | 7%
HCV inhibitor | -30% | ? | ? | . | -13%
Pf growth 48h | ? | 16% | ? | 14% | 4%
Sm TGR inh | 2% | -3% | -15% | -10% | 1%
Pf growth 96h | . | ? | ? | 27% | -15%
Tb PYK inh | -3% | -6% | 2% | . | 2%

(31) CC(C)CCc1noc(CN2CCN(CC(=O)NC(C)C)CC2)n1
(32) Cc1ccc2[nH]c3c(c2c1)CN(C(=O)CN1CCN(Cc2ccc4c(c2)OCO4)CC1)CC3
(33) CN(CCC(=O)Nc1ccc(Br)cc1)Cc1ccccc1
(34) COc1ccc(N2CC(C(=O)OCC(=O)Nc3cccc(C)c3)CC2=O)cc1 (stereo unspecified)
(35) O=C(OCc1nnc(-c2cccs2)o1)C1=NN(c2ccccc2)C(=O)CC1

Screen / compound no. | 31 | 32 | 33 | 34 | 35
LmPK inhibitor | 3% | 5% | 5% | -2% | .
HCV inhibitor | ? | ? | ? | -1% | 6%
Pf growth 48h | -2% | ? | 7% | 35%[activator] | 8%
Sm TGR inh | -11% | -21% | -13% | 9% | 1%
Pf growth 96h | -2% | 9.3µM* | . | 19% | 0%
Tb PYK inh | 1% | 4% | -15% | -2% | -9%

(36) COc1ccc(C(=O)N2CCc3cc(OC)c(OC)cc3C2c2ccc(OC)c(OC)c2)cc1OC (stereo unspecified)
(37) Cc1cccc(C)c1OCC(=O)Nc1ccc(NC(=O)c2ccco2)cc1
(38) c1ccc2cc(C3N4CCCN34)ccc2c1 (stereo unspecified)
(39) COc1ccccc1N=Cc1c(O)c2ccccc2oc1=O
(40) C[C@@H]1C(=O)O[C@@H]2CC34[C@H]5C[C@@H](C(C)(C)C)C36[C@H](OC(=O)[C@@H]6O)OC4(C(=O)O5)[C@@]12O (stereo partly specified)

Screen / compound no. | 36 | 37 | 38 | 39 | 40
LmPK inhibitor | -1% | 4% | 17% | ? | 3%
HCV inhibitor | 5% | -23% | 19% | 29% | 13%
Pf growth 48h | 13µM* | ? | 41%[activator] | 21% | 2%
Sm TGR inh | -14% | -7% | -7% | -12% | 67%[activator]
Pf growth 96h | 6.6µM* | ? | 11% | -29% | -2%
Tb PYK inh | -7% | 1% | -2% | 5% | -5%

(41) COC(=O)c1c(NC(=O)c2cccnc2Cl)sc(C(=O)N(C)C)c1C
(42) CCC(=O)Nc1nnc(-c2ccc(Cl)s2)o1
(43) COc1ccc(CCN(C)C(=O)CCNS(=O)(=O)c2ccccc2C(F)(F)F)cc1OC
(44) Cc1nn(-c2ccccc2)c(N2CCCCC2)c1/C=N/NC(=O)c1ccncc1
(45) Cc1ccc(Cl)cc1NC(=O)CN1CCN(S(=O)(=O)N2CCOCC2)CC1

Screen / compound no. | 41 | 42 | 43 | 44 | 45
LmPK inhibitor | -4% | -3%[11.5 µM] | . | -2% | -1%
HCV inhibitor | -28% | 6% | 0% | ? | -9%
Pf growth 48h | 7% | 4% | -3% | ? | ?
Sm TGR inh | 0% | 11% | 1% | -3% | 0%
Pf growth 96h | 14% | ? | ? | ? | -4%
Tb PYK inh | -1% | 3% | -9% | 2% | 7%

(46) CC(C)(Oc1ccc(Cl)cc1)C(=O)OCC(=O)NCCc1ccccc1
(47) Cn1cc(C(=O)Cc2ccccc2)c2ccccc21
(48) CCOc1ccc(NC(=O)c2cccc(NC(=O)c3ccccc3)c2)cc1
(49) O=C(NC1CCCCC1)N1CCC(n2cnc3ccccc32)CC1
(50) O=C(NC1CCCC1)C(c1ccc(F)cc1)N(C(=O)c1csnn1)c1ccccc1 (stereo unspecified)

Screen / compound no. | 46 | 47 | 48 | 49 | 50
LmPK inhibitor | 5% | -1% | -3% | -5% | 9%
HCV inhibitor | 6% | ? | ? | 3% | 6%
Pf growth 48h | 6% | -13% | ? | 15% | 0%
Sm TGR inh | 8% | 0% | 9% | 0% | 5%
Pf growth 96h | 27% | ? | ? | ? | 2%
Tb PYK inh | 1% | -17% | -2% | 0% | 3%

(51) O=C(O)C1CCN(S(=O)(=O)c2ccc3c(c2)OCCCO3)CC1
(52) O=C(O)c1ccc(-n2c(O)c(C=C3N=c4ccccc4=N3)sc2=S)cc1
(53) Cc1cccc(CS(=O)(=O)Cc2ccc(C(=O)NCc3ccccc3)o2)c1
(54) COc1cc2cc(C(c3nnnn3C3CCCC3)N3CCCCCC3)c(=O)[nH]c2cc1OC (stereo unspecified)
(55) CS(=O)(=O)c1nc(S(=O)(=O)c2ccc(Cl)cc2)c(N2CCC(C(N)=O)CC2)s1
(56) CCOC(=O)c1ccccc1NC(=S)N1CCCCC1

Screen / compound no. | 51 | 52 | 53 | 54 | 55 | 56
LmPK inhibitor | -4% | -2% | 9% | 3% | 8% | 4%
HCV inhibitor | 9% | 17% | ? | 3% | 16% | 25%
Pf growth 48h | 1% | 30%[activator] | 3% | ? | ? | 0%
Sm TGR inh | 4% | -8% | 45µM* | 35µM* | 11µM* | -5%
Pf growth 96h | 20% | 112%[activator] | ? | -11% | ? | 9.3µM*
Tb PYK inh | 2% | -5% | 5%&-4% | -7% | 1% | 0%

Of the compounds above, these contain an aryl methoxy group.
(11) COc1ccccc1N1CCN(C(=O)c2coc(=O)c(Br)c2)CC1
(19) COc1cccc2sc(N(CCCN(C)C)C(=O)CCS(=O)(=O)c3ccccc3)nc12
(34) COc1ccc(N2CC(C(=O)OCC(=O)Nc3cccc(C)c3)CC2=O)cc1 (stereo unspecified)
(36) COc1ccc(C(=O)N2CCc3cc(OC)c(OC)cc3C2c2ccc(OC)c(OC)c2)cc1OC (stereo unspecified)
(39) COc1ccccc1N=Cc1c(O)c2ccccc2oc1=O
(43) COc1ccc(CCN(C)C(=O)CCNS(=O)(=O)c2ccccc2C(F)(F)F)cc1OC
(54) COc1cc2cc(C(c3nnnn3C3CCCC3)N3CCCCCC3)c(=O)[nH]c2cc1OC (stereo unspecified)

Screen / compound no. | 11 | 19 | 34 | 36 | 39 | 43 | 54
LmPK inhibitor | 2% | 2% | -2% | -1% | ? | . | 3%
HCV inhibitor | 11% | 17% | -1% | 5% | 29% | 0% | 3%
Pf growth 48h | ? | 22% | 35%[activator] | 13µM* | 21% | -3% | ?
Sm TGR inh | 0% | 2µM* | 9% | -14% | -12% | 1% | 35µM*
Pf growth 96h | -30% | ? | 19% | 6.6µM* | -29% | ? | -11%
Tb PYK inh | -19% | 2% | -2% | -7% | 5% | -9% | -7%
